Compound activity as filed in PubChem.
MsrA act – bovine methionine sulfoxide reductase A activation; purified bovine MsrA, absorbance read-out; activation, % at 10.6 µM; hit rate 0.3% among 360,000; AID 602163; in the data active = activation above about 7.5%;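 also: 0% = vehicle and 100% = reference activator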
Rin1-Abl PPI inh – inhibitors of human Rin1-Abl protein interaction. TR-FRET Rin1/Abl binding, biochemical. inhibition, % at 7.35 µM. hit rate 0.4% among 360,000. AID 588664; in the data active = inhibition above about 5%, passing the limit was not always enough
Target sequence (P00519 whole entry, looked up): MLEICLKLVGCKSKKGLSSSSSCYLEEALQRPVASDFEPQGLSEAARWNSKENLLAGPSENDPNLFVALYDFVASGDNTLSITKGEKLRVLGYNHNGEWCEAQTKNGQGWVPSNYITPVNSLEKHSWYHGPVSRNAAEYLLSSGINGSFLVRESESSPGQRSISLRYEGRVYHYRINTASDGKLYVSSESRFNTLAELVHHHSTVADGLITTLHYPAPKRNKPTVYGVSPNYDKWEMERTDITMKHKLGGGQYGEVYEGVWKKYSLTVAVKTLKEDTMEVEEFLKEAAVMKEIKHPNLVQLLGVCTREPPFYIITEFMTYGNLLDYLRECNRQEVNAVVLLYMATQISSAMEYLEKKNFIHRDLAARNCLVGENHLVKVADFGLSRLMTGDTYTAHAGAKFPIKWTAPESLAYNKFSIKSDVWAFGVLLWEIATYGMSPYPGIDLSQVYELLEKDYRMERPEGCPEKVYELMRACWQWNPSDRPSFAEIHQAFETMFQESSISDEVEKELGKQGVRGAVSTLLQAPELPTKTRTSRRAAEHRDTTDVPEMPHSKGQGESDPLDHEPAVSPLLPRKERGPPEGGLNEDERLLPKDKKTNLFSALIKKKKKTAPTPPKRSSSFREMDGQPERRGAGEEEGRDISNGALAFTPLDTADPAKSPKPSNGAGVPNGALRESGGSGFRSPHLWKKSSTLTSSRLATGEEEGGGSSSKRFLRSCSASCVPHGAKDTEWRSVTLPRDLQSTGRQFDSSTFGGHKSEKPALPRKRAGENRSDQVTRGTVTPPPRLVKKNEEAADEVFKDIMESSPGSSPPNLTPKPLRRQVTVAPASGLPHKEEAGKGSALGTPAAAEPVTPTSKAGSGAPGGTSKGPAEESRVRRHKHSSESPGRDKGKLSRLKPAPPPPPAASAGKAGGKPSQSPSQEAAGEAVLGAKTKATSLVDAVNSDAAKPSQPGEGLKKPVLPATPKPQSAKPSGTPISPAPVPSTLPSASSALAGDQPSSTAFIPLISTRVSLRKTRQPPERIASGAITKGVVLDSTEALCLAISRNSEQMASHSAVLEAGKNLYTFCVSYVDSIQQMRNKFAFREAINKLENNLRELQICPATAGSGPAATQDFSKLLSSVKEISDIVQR
Target sequence (Q13671 whole entry, looked up): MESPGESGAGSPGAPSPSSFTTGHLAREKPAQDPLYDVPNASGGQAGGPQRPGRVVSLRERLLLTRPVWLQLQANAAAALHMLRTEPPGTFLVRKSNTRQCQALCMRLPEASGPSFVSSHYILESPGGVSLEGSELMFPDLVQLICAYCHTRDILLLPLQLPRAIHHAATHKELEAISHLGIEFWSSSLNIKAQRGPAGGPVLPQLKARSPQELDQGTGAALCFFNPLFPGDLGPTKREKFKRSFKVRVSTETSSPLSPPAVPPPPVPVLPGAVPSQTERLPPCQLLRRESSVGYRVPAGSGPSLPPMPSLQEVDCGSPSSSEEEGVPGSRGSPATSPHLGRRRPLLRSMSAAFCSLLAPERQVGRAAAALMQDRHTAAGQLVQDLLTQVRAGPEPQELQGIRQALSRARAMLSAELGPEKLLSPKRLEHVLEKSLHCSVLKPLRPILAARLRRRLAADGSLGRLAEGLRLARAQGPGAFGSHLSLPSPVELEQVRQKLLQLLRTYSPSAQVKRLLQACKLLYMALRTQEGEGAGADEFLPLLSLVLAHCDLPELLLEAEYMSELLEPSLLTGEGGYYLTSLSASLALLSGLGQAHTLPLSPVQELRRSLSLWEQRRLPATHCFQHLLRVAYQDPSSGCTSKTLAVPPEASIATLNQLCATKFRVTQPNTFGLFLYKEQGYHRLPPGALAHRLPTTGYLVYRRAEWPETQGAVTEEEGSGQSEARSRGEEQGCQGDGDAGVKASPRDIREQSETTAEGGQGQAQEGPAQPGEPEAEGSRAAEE
MsrA inhibitor – inhibits bovine methionine sulfoxide reductase A | purified bovine MsrA, absorbance read-out | inhibition, % at 15.5 µM | hit rate 0.75% among 360,000; in the data active = inhibition above about 4.5%;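 also: 0% = vehicle wells with enzyme and 100% = reference inhibitor wells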
FAS TE block – blocks the thioesterase domain of human fatty acid synthase; P49327; recombinant FAS-TE, OMFH fluorogenic substrate, fluorescence endpoint; inhibition, % at 15 µM; hit rate 0.67% among 360,000; AID 602261;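 active = compounds whose normalised, plate-corrected inhibition of enzyme fluorescence in the single-dose primary screen is 50% or more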;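 also: 0% = DMSO with enzyme and 100% = substrate without enzyme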
CSN inh – CSN deneddylation inhibition. Purified CSN, SCF-Nedd8-OG deneddylation, fluorescence polarization. AID 651999. hit rate 0.38% among 360,000. inhibition, % at 12.5 µM;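 active = pattern-corrected inhibition above about 35%, with an unprinted fluorescence ratio check between 0.5 and 1.5, limit read from the data, passing the limit was not always enough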;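 also: 0% = enzyme with substrate and 100% = substrate without enzyme; some results filed as inactive read as strong as hits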
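Test system: purified human Csn5 enzyme expressed in HEK293T cells. Amount: 0.24 nM enzyme. Reagent: SCFSkp2-Nedd8OG substrate at 10 nM final. Schedule: 90 min incubation of compound, enzyme and substrate at room temperature. Detection: fluorescence polarization. Read-out: % inhibition of substrate cleavage by Csn5.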
MLLE-PAM2 inh – blocks PAM2 peptide binding to the PABP1 MLLE domain; hit rate 0.36% among 360,000; GST-MLLE / FITC-PAM2 fluorescence polarization; inhibition, % at 20 µM; P11940; AID 588489; in the data active = inhibition above about 35%, passing the limit was not always enough;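 also: plate controls were DMSO wells with GST-MLLE for no effect and wells lacking GST-MLLE protein for full effect; some results filed as inactive read as strong as hits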
Neddylation inh – inhibitors of human cullin neddylation; calls only at 25 µM; P61081+Q13564; hit rate 0.58% among 360,000; AID 651699; TR-FRET cullin neddylation, biochemical; in the data active = inhibition above about 36%
eLon inh – inhibitors of E. coli Lon protease. purified E. coli Lon protease, fluorescence polarization. inhibition, % at 7.94 µM. hit rate 0.42% among 360,000. AID 602123; in the data active = inhibition above about 13%, passing the limit was not always enough;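 also: 0% = enzyme with probe and DMSO and 100% = no enzyme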
Tb MetRS inh – Trypanosoma brucei MetRS inhibition; purified T. brucei MetRS, ATP depletion, Kinase-Glo luminescence; inhibition, % at 11.9 µM; hit rate 0.4% among 360,000;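 active = inhibition above a per-plate cutoff of the control wells' mean inhibition plus 3 SD, cut at about 5.5% in these data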;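 also: 0% = DMSO wells median and 100% = median of wells with control inhibitor compound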
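Measured by: Kinase-Glo luciferase luminescence reporting remaining unconsumed ATP. Material: purified T. brucei MetRS enzyme. Doses: 11.9 µM compound single dose, 0.9% DMSO. Medium: HEPES buffer containing pyrophosphatase, BSA, spermine, DTT. Times: 15 min preincubation, 2 h reaction, all 25 °C. Reagent: methionine, ATP and bulk E. coli tRNA.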
Active calls of the source: *; i = inactive; / = no result given.

structure	MsrA act	Rin1-Abl PPI inh	MsrA inhibitor	FAS TE block	CSN inh	MLLE-PAM2 inh	Neddylation inh	eLon inh	Tb MetRS inh
CCOC(=O)Nc1cccc(Nc2ccccc2)c1	1	4	-0.9	5	1	-2	i	0	0.1
Cc1ccc(CNC(=O)C2CCN(S(=O)(=O)c3cccc4nonc34)CC2)cc1	-1	0	0.1	0	1	-2	i	-6	-0.1
CCS(=O)(=O)c1ncc(Cl)c(C(=O)Nc2ccc(S(=O)(=O)N3CCCC(C)C3)cc2)n1 (stereo not drawn)	0	-3	0.2	46	6	3	i	-8	-0.1
COc1cccc(C2CC(c3ccccc3)Nc3ncnn32)c1 (stereo not drawn)	-3	-3	-0.4	2	2	1	i	7	0.5
Cc1ccc(S(=O)(=O)N2CCC(=O)N(C(COCc3ccc(C(F)(F)F)cc3)C(C)C)CC2)cc1 (stereo not drawn)	2	2	/	31	-3	7	i	12	-0.3
COC(=O)c1ccc2c(=O)n(CC3CCCO3)c(SCC(=O)NCCc3ccc(S(N)(=O)=O)cc3)nc2c1 (stereo not drawn)	-4	3	1.4	-5	2	-2	i	3	-0.1
COc1ccc(Cl)cc1NC(=O)c1cc(-c2ccc(C)cc2O)n[nH]1	-3	-7	0.9	-6	1	0	i	-13	0.1
CSCC[C@H](NC(=O)C(C)Oc1ccc(Cl)cc1)c1nc2ccccc2[nH]1 (stereo partly drawn)	-3	-2	-0.2	10	5	-16	i	1	3.3
CC(C)(C)c1ccc2c(c1)OC(C(=O)N/N=C/c1ccc([N+](=O)[O-])o1)CO2 (stereo not drawn)	-2	2	2.2	42	4	-7	i	-1	0.4
CC(N=C1NS(=O)(=O)c2ccccc21)C(=O)NCc1ccc2c(c1)OCO2 (stereo not drawn)	-1	-1	-0.1	-1	6	3	i	0	-0.3
C#CCOCCOCCOCCNc1nc(N2CCN(C(=O)[C@H](CCCCN)n3cc(CCC(=O)O)nn3)CC2)nc(N2CCN(C(=O)[C@H](CCCCN)n3cc(CC(C)O)nn3)CC2)n1 (stereo partly drawn)	-2	3	0.4	0	-3	4	i	2	-0.2
O=[N+]([O-])c1ccc(S(=O)(=O)NCCN2CCOCC2)cc1	-1	2	-1.4	-4	-2	3	i	-1	0.1
COc1ccccc1C(CC(=O)c1ccccc1)C(=O)c1ccccc1 (stereo not drawn)	/	/	0.9	/	-1	/	i	/	-1.1
O=C(CN(C(=O)C1CSC(=O)C1)c1ccc(F)cc1)NCc1ccc2c(c1)OCO2 (stereo not drawn)	-4	0	0.2	42	4	-3	i	-4	-0.2
Cc1ccc(NC(=O)CSc2nnc(/N=C/N(C)C)s2)cc1	-3	0	0.1	-6	-7	4	i	2	-0.2
CCOC(=O)C/C(=N\Nc1ncnc2ccccc12)c1ccccc1	-5	-2	2.3	7	0	-14	i	-1	-0.3
CCc1nc2c(OCc3cc(Cl)cc(Cl)c3)cccn2c1N(C)C(=O)CC(C)C	0	6	0.9	16	2	8	i	0	0.4
COc1ccc(OCC2NCCc3cc(OC)c(OC)cc32)cc1 (stereo not drawn)	-1	2	-0.8	-3	-1	1	i	0	0.0
CCN(CC)CCCNC(=O)c1[nH]c(C)c(C(=O)NC2CCCCC2)c1C	2	-3	-0.5	-6	6	-6	i	7	-0.7
COc1ccc(-c2cc(C(F)(F)F)nc(SCCC(=O)N3CCN(C)CC3)n2)cc1	-8	1	-0.3	-2	0	5	i	-3	-1.3
CCN1CCN(c2nc3c(C)cccn3c(=O)c2/C=C(\C#N)S(=O)(=O)c2ccc(Cl)cc2)CC1	-5	-5	-0.4	31	1	-21	i	-14	-0.5
CCOC(=O)c1nnn(-c2nonc2N)c1CSc1ccccc1	-5	-4	0.7	6	5	-2	i	-13	-0.9
O=S(=O)(N/N=C\c1c(F)cccc1Cl)c1ccc(Cl)cc1	-4	-2	-0.1	-1	-6	-23	i	3	-1.0
O=C(Cn1cnc2c(nnn2-c2ccccc2)c1=O)N1CCCc2ccccc21	-7	-2	-0.4	7	-3	2	i	-9	-0.6
Cc1cccc(NC(=O)C(CC(C)C)NC(=O)C2CCC(C)CC2)n1 (stereo not drawn)	-3	1	-0.7	-1	-1	9	i	-1	-0.1
CN(C(=O)c1ccc(NC(=O)Cc2ccc(NC(=O)C3CCCN(C(=O)C4CC4)C3)cc2)cc1)C1CCCC1 (stereo not drawn)	0	1	-0.7	-3	6	8	i	-8	-0.9
CCS(=O)(=O)N1Cc2ccccc2CC1C(=O)N(C)CC(=O)Nc1ccc(F)c(F)c1F (stereo not drawn)	-7	0	-0.5	-2	3	-4	i	3	-0.4
C=CCC[C@H](Cc1ccc(F)cc1)C(=O)OC[C@H](Cc1c[nH]c2ccccc12)NC(=O)[C@@H](CC=C)CC(=O)N[C@@H](CO)Cc1ccccc1	-3	2	1.3	1	1	-15	i	6	0.0
COc1ccccc1C(=O)N1CCN(C2CCN(Cc3ccccc3)CC2)CC1	-7	-2	-0.7	-10	1	6	i	5	-0.2
Cc1nc(C)c(-c2csc(Nc3cccc(O)c3)n2)s1	-3	0	1.6	3	-3	-4	i	0	1.3
Cc1ccc(Cn2cccc(NS(C)(=O)=O)c2=O)cc1	-2	-2	-0.2	-2	12	-1	i	-20	0.4
CNC(=S)N1CCN(CCNC2=CC(=O)CC(C)(C)C2)CC1	-2	-2	0.0	-7	-1	-44	i	3	-0.5
Cc1nn(CC(=O)Nc2cccnc2)c(C)c1[N+](=O)[O-]	-3	-2	0.4	-6	-4	16	i	-9	-0.1
Cn1nnnc1SCC(=O)Nc1nc(-c2ccccc2)c(-c2ccccc2)o1	-8	2	0.1	4	-2	0	i	-7	0.1
CC(Sc1nccn1C)C(=O)NC1(C#N)CCCCC1 (stereo not drawn)	-3	4	0.2	-6	0	14	i	2	-0.5
Cc1nnc(NCCc2ccccc2)c2ccccc12	-2	-3	-0.3	-2	1	-9	i	-7	0.2
Cc1ccc2oc(C(=O)N(Cc3ccc(N(C)C)cc3)CC3CCCO3)c(C)c2c1 (stereo not drawn)	-2	0	-0.8	23	0	8	i	0	-0.7
COc1cc2c(cc1OC)C(c1cccc([N+](=O)[O-])c1)N(C(=O)c1ccc(F)cc1)CC2 (stereo not drawn)	1	-4	0.5	23	0	1	i	-1	-0.1
COCCCNC1=C(C#N)C(=O)NC(c2cccs2)S1 (stereo not drawn)	-2	-7	-1.1	-5	3	-100	i	-9	0.1
COC(=O)c1ccc(C(C(=O)NC2CCCCC2)N(Cc2ccc(F)cc2)C(=O)Cc2cccs2)cc1 (stereo not drawn)	-9	0	1.6	8	-8	2	i	-3	-0.7
COc1ccc(C(=O)Nc2nnc(S(=O)(=O)Cc3ccccc3)s2)cc1	-2	2	0.0	-2	-4	1	i	-3	-0.3
CCCN(C(=O)c1ccco1)c1nnc(-c2cccc(C)c2)s1	-2	-6	-0.7	17	1	4	i	3	-1.1
Cc1ccc(-c2ccc(=O)n(CCC(=O)N3CCN(c4cccc(C)c4)C(C)C3)n2)cc1 (stereo not drawn)	-5	-3	-0.4	12	-3	4	i	5	-1.8
Cc1c(Cl)c([N+](=O)[O-])nn1CCCC(=O)Nc1cc(Oc2ccccc2)cc([N+](=O)[O-])c1	-4	0	0.0	53*	5	-7	i	-3	0.2
CCCCCC(=O)N/N=C/c1cc(Br)c(O)c(OC)c1	-6	-1	5.5*	-8	-10	1	i	-2	-0.6
COc1ccc(C(C)=O)cc1COC(=O)c1cc2ccccc2cc1O	-4	1	-0.7	23	-1	-3	i	10	-0.5
Cc1ccc(C)c(NC(=O)C(c2ccccc2)N2CCN(CC(=O)N3CCOCC3)CC2)c1 (stereo not drawn)	-9	2	1.3	-8	3	3	i	1	-0.3
CCOC(=O)c1cnc2cc(C)ccn2c1=O	-7	-2	3.3	-8	0	3	/	-5	-0.2
COCOc1cccc(CN2CCC2(C)C(=O)Nc2ccc(OC)c(OC)c2)c1 (stereo not drawn)	0	3	1.3	-3	-6	2	i	2	-0.1
CCCn1c(C(C)Nc2nc(-c3ccc(C)cc3)cs2)nc2cc(Cl)c(Cl)cc21 (stereo not drawn)	-2	2	0.4	22	-4	-58	i	-7	-0.2
O=C(NN1CCOCC1)c1ccc([N+](=O)[O-])cc1	-3	3	-0.8	-6	3	-8	i	1	-0.1
Cc1nc2ccccn2c1-c1ccnc(SCc2ccc(Cl)cc2)n1	-2	0	0.7	8	-1	9	/	-1	0.4
CN(C)CCNc1ccc(-c2nn(C)c(=O)c3ccccc23)cc1[N+](=O)[O-]	-12	-5	0.8	-14	0	5	i	2	-1.5
Cc1ccc(S(=O)(=O)N2CCOCC2)cc1NC(=O)COC(=O)c1cc[n+]([O-])cc1	-3	2	0.5	-7	-2	3	i	-4	-0.2
CN(c1ccc(C(=O)N2CCOCC2)cc1)S(=O)(=O)c1cccs1	-5	-1	-1.1	-5	5	3	i	-6	0.2
Cc1ccc(C)c(OCc2cc(C(=O)NC(C)c3cnn(C)c3)no2)c1 (stereo not drawn)	-6	5	0.0	-2	4	4	i	7	-0.6
COc1ccc(C(=O)Nc2cnn(Cc3c(F)cccc3Cl)c2)cc1OC	-2	0	-0.9	2	-3	15	i	-2	2.5

Whole records, quoted from the list. Order of screens: MsrA act, Rin1-Abl PPI inh, MsrA inhibitor, FAS TE block, CSN inh, MLLE-PAM2 inh, Neddylation inh, eLon inh, Tb MetRS inh
Entry for `Cc1nnc(NCCc2ccccc2)c2ccccc12` : -2, -3, -0.3, -2, 1, -9, i, -7, 0.2
Entry for `COc1ccc(C(C)=O)cc1COC(=O)c1cc2ccccc2cc1O` : -4, 1, -0.7, 23, -1, -3, i, 10, -0.5
Entry for `Cc1nc2ccccn2c1-c1ccnc(SCc2ccc(Cl)cc2)n1` : -2, 0, 0.7, 8, -1, 9, /, -1, 0.4
